Source: PubChem BioAssay
PREPL inh: human PREPL enzyme inhibition; 320,000 tested, 0.68% active; recombinant PREPL, fluorescence polarization activity-based probe; inhibition, % at 5.96 µM; Q4J6C6; in the data active = inhibition above about 43%;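 also: 0% = enzyme with DMSO and 100% = wells lacking enzyme; many of its hits are not listed in these tables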
Target sequence (Q4J6C6 whole entry, looked up): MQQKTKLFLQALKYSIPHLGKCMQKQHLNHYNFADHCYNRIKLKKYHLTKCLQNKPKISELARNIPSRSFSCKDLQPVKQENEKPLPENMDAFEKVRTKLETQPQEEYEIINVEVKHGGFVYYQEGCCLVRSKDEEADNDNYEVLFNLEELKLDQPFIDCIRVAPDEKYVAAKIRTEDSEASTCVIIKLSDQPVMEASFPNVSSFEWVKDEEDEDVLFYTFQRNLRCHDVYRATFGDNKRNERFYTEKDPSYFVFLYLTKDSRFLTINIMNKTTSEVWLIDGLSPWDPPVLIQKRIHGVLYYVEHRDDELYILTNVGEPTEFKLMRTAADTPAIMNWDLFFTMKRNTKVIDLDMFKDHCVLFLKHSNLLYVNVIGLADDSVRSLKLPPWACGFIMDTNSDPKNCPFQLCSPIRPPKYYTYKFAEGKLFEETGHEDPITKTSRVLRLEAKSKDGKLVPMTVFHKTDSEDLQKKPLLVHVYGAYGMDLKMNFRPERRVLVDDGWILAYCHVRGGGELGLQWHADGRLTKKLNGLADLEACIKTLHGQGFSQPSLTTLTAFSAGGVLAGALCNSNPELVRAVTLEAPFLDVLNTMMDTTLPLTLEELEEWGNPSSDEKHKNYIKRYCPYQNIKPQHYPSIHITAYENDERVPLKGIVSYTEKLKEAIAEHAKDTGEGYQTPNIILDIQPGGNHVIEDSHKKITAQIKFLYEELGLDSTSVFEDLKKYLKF
EBNA-1 inhibitor: blocks EBNA-1 binding to DNA; EBNA-1 DNA binding, fluorescence polarization; inhibition, % at 14.8 µM; 300,000 tested, 0.34% active; AID 1950; in the data active = inhibition above about 28%
ZTA counter: ZTA (EBV) inhibition in EBNA-1 counter-screen; 320,000 tested, 0.15% active; inhibition, % at 11 µM; P03206; AID 2234; ZTA-DNA binding, fluorescence polarization; in the data active = inhibition above about 33%
Efflux pump inh: blocks antifungal efflux pumps in multiplex yeast assay | inhibition, % at 10 µM | S. cerevisiae Candida pump triplex, Nile Red efflux | AID 485275 | 330,000 tested, 0.44% active;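 active = plate passing quality check with inhibition over a set limit, or well fluorescence over plate mean plus 4 SD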;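 also: Nile Red retained in pooled yeast measured as flow cytometry median fluorescence; 0% = buffer negative control and 100% = Enniatin B positive control; higher means more Nile Red kept so more efflux inhibition; some compounds called inactive have numbers as strong as hits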
PP1 counter: PP1-alpha (human) inhibition in PP5 counter-screen; purified PP1alpha, OMFP fluorescence; inhibition, % at 6.7 µM; 320,000 tested, 0.9% active; AID 2235;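 active = inhibition above the mean inhibition of all tested compounds plus 3 SD, computed separately for each screening campaign, cut at about 15% in these data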
Target sequence (P62136 whole entry, looked up): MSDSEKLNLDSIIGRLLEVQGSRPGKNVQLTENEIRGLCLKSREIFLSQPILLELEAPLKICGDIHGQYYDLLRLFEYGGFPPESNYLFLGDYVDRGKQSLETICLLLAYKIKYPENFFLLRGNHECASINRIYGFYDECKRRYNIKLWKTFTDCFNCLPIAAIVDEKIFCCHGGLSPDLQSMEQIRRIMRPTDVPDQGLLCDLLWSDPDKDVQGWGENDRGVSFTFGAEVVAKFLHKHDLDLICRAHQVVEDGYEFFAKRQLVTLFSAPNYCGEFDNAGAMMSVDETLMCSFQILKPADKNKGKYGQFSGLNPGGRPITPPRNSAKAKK
TPT1 inhibitor: C. albicans TPT1 enzyme inhibition; inhibition, % at 5 µM; recombinant caTPT1, FP RNA substrate dephosphorylation; 300,000 tested, 0.81% active;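 active = inhibition above the mean of all tested compounds plus 3 SD, set per screening campaign, cut at about 24% in these data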;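 also: plate controls were DMSO alone for no effect and ferristatin control at 100 nM for full effect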
HCV core dimer: HCV core protein dimerization inhibition. AID 1899. TR-FRET GST/Flag-core106 dimerization, 1536-well. 300,000 tested, 0.33% active. inhibition, % at 5 µM;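 active = inhibition above the mean of all tested compounds plus 3 SD, set per screening campaign, cut at about 45% in these data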
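System: GST/Flag-tagged HCV core106 proteins. Incubation: compound-protein-antibody incubation 4 h at 22.5 °C. Technique: HTRF with 340 nm excitation, 617/671 nm emission. Medium: KF-containing HEPES buffer, pH 7.45, DTT, CHAPS, BSA. Read-out: inhibition (%) from 671 over 617 nm ratio. Also added: Eu(K)-anti-GST 90 ng/mL plus XL665-anti-Flag 1 µg/mL.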
CTSL1 counter: cathepsin L1 inhibition, PFM18AAP counter-screen. AID 1906. recombinant F. hepatica cathepsin L1, Z-Leu-Arg-MCA fluorescence. inhibition, % at 5.96 µM. 300,000 tested, 0.49% active;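 active = inhibition above the mean of all tested compounds plus 3 SD, set per screening campaign, cut at about 17% in these data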;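 also: 0% = plate median of test compound wells and 100% = 1 µM Z-Phe-Ala-diazomethylketone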
PP5 primary: PP5 (human) phosphatase inhibition. purified PP5c, OMFP substrate fluorescence. inhibition, % at 6.7 µM. 320,000 tested, 0.18% active. AID 1987;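 active = inhibition above the campaign's mean inhibition across all tested compounds plus 3 SD, cut at about 9.5% in these data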;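 also: 0% = DMSO only and 100% = 100 µM cantharidin control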
An asterisk follows results filed as active; x = not tested or not shown. A portion of the library, so the mix of outcomes need not match the whole.

SMILES | PREPL inh | EBNA-1 inhibitor | ZTA counter | Efflux pump inh | PP1 counter | TPT1 inhibitor | HCV core dimer | CTSL1 counter | PP5 primary
CCCCC(O)(c1ccc(F)cc1)C(CN1CCOCC1)c1ccc(Cl)cc1 (centres undefined) | 36 | -1 | -5 | -0.1 | 2 | 0 | -1 | 3 | 3.1
COc1ccc(-c2oc3ncnc(NCCN4CCOCC4)c3c2-c2ccc(OC)cc2)cc1 | 21 | 7 | -1 | -0.1 | -3 | -1 | 3 | -1 | 1.1
COc1ccc(NC(=O)c2ccc(S(=O)(=O)N(C)C)cc2)cc1OC | -3 | -7 | 9 | 0.0 | 1 | -4 | -6 | 1 | 0.3
Clc1ccc(CN2C3=NCCN3c3ccccc32)cc1 | 9 | -2 | -4 | -0.1 | 3 | -2 | -1 | -1 | 2.5
COc1ccc(S(=O)(=O)N2CCN(C)CC2)cc1C(=O)N1CCCCC1 | -11 | 3 | 12 | 0.0 | 0 | 3 | -6 | 0 | 1.5
CC1CCCCN1C(=O)COC(=O)CNC(=O)c1ccc(Cl)cc1Cl (centres undefined) | -5 | -9 | 2 | -0.1 | -3 | 2 | 2 | -3 | -3.3
COc1ccc(NS(=O)(=O)c2cc(NC(=O)/C=C/c3cc(OC)ccc3OC)ccc2N2CCCCC2)cc1 | -1 | 6 | 2 | 1.0 | 1 | -1 | 20 | 5 | -0.2
COC(=O)c1ccc(NC(=O)C2CCCN(S(C)(=O)=O)C2)cc1 (centres undefined) | 4 | 7 | 5 | -0.2 | -3 | -4 | 6 | 0 | 0.6
O=C(NCC1CCCO1)c1nn2c(C(F)(F)F)cc(-c3ccco3)nc2c1Cl (centres undefined) | 1 | 8 | 2 | 2.6 | -1 | -1 | 9 | 2 | 0.2
Cc1ccc(C)c(NC(NC(=O)c2cccnc2)C(Cl)(Cl)Cl)c1 (centres undefined) | 4 | 7 | -6 | -0.1 | -3 | 3 | 15 | 6 | 1.4
Cc1cc(C)c(NC(=S)N(CCN2CCCCC2)Cc2ccco2)c(C)c1 | 11 | 0 | 30 | 0.0 | -2 | -3 | 5 | 7 | -2.2
C=CCOc1ccc(Br)cc1CNC(C)(C)C | 33 | 7 | 11 | 0.0 | 0 | 2 | 10 | 4 | -0.7
CC(C)(C)C(=O)[C@H]1[C@H](c2ccccc2)[C@@]2(N=C(c3ccccc3)OC2=O)C2c3ccccc3C=NN21 (some centres undefined) | 5 | 2 | -4 | 0.1 | 0 | 0 | 9 | 1 | 1.1
O=C(c1cc2ccccc2o1)N1CCN(S(=O)(=O)c2ccc(Cl)s2)CC1 | -33 | x | 4 | 0.3 | 3 | x | x | x | 2.4
COc1ccc(C(=O)N/N=C(\C)CC(=O)NC2CCCCC2)c(OC)c1 | -1 | -2 | -1 | 0.7 | -1 | 1 | -2 | 4 | 2.5
CC(C(=O)Nc1ccccc1C(=O)N1CCOCC1)N(c1ccc(Cl)cc1)S(C)(=O)=O (centres undefined) | -6 | 2 | -6 | 0.7* | 0 | 0 | 1 | -8 | 0.9
COc1ccccc1N1C(=O)CCC1(C#N)c1ccccc1 (centres undefined) | 11 | 1 | -2 | -0.1 | -1 | 4 | -6 | -5 | 1.8
Cc1cc(F)c(F)c(C(=O)N2CCCCC2C)c1Cl (centres undefined) | -8 | 1 | 4 | 0.1 | -1 | 6 | 2 | -6 | 0.6
CC(Cc1ccccc1)NC(=O)CC(c1ccccc1)c1ccccc1O (centres undefined) | -14 | 4 | -4 | 0.0 | 0 | 1 | 1 | -13 | 5.0
CCOc1ccc(NC(=O)c2ccc(NS(=O)(=O)c3cccs3)cc2)cc1 | 12 | -4 | -9 | 0.0 | 3 | 0 | -19 | 6 | 1.8
COCCNS(=O)(=O)c1ccc(Cl)c(C(=O)NC2CCN(Cc3ccccc3)CC2)c1 | 14 | 10 | 10 | -0.2 | -3 | -2 | -12 | 3 | -1.8
Cn1c(=O)oc2cc(S(=O)(=O)NCc3ccccc3)ccc21 | 4 | 6 | 17 | 0.0 | -2 | 2 | -2 | 1 | -1.3
COc1ccc(C(=O)CSc2nnc(-c3ccco3)n2CC2CCCO2)cc1 (centres undefined) | -9 | -6 | -5 | 0.1 | -2 | 4 | 6 | 0 | 1.1
O=C(NNc1c(Cl)cc(Cl)cc1Cl)c1cccc([N+](=O)[O-])c1 | 12 | -6 | 10 | 0.0 | 2 | 2 | 6 | -1 | -0.7
C=CCNc1nc(C(=O)OCC(=O)c2cccc(Br)c2)cs1 | 0 | x | -8 | 0.1 | 8 | x | x | x | -0.3
Oc1[nH]c2ccccc2c1C1=NCCCCC1 | -2 | -7 | -11 | -0.1 | 4 | -3 | -13 | 3 | 1.7
CCOc1ccc(N(CC(=O)Nc2ccccc2C)S(=O)(=O)c2c(C)[nH]c(=O)[nH]c2=O)cc1 | 27 | 7 | -13 | -0.1 | 1 | -1 | 2 | 3 | -1.4
O=C1NC(=O)C(c2ccc(F)cc2)N1 (centres undefined) | 10 | 4 | -3 | 0.4 | -3 | 4 | -5 | 3 | -0.2
O=C(NCCOC(=O)c1cccs1)c1cccnc1 | -2 | -7 | 2 | -0.1 | -2 | -4 | -1 | -2 | -2.2
O=C(Nc1ccccc1C(=O)NCc1ccccc1)c1ccccc1 | -31 | -2 | 1 | 0.0 | -3 | 1 | 1 | -1 | 4.2

Entries of single compounds as entered above. Values in the order: PREPL inh	EBNA-1 inhibitor	ZTA counter	Efflux pump inh	PP1 counter	TPT1 inhibitor	HCV core dimer	CTSL1 counter	PP5 primary
`CCOc1ccc(N(CC(=O)Nc2ccccc2C)S(=O)(=O)c2c(C)[nH]c(=O)[nH]c2=O)cc1` in the list: 27	7	-13	-0.1	1	-1	2	3	-1.4
`Cc1cc(C)c(NC(=S)N(CCN2CCCCC2)Cc2ccco2)c(C)c1` in the list: 11	0	30	0.0	-2	-3	5	7	-2.2

(continued)
SMILES | PREPL inh | EBNA-1 inhibitor | ZTA counter | Efflux pump inh | PP1 counter | TPT1 inhibitor | HCV core dimer | CTSL1 counter | PP5 primary
CC1CCN(C(=O)COC(=O)c2n[nH]c3ccccc23)CC1 | 3 | -8 | -7 | -0.2 | -2 | 1 | -3 | -5 | 0.8
CC(C)CCNC(=O)COc1ccc2c(c1)C(=O)CC(C)(C)O2 | 3 | 0 | 3 | 0.0 | -1 | 2 | 2 | -2 | 1.7
O=C1CC(SC(=Nc2ccccc2)Nc2ccccc2)C(=O)N1c1cccc(Cl)c1 (centres undefined) | 2 | -6 | -1 | -0.2 | -4 | -4 | 6 | 0 | 7.3
Cc1ccc(OCC(O)CN2CCCC2)cc1 (centres undefined) | -1 | -2 | 7 | 0.0 | -1 | 4 | -16 | 1 | 1.9
COc1ccc(/C=N/NC(=O)c2ccc(F)cc2)cc1CN1CCc2cc(OC)c(OC)cc2C1C (centres undefined) | -7 | -5 | 10 | -0.1 | -3 | 1 | 5 | -4 | -2.0
ON=C1/C(=N\O)CC2(C/C1=N/O)OCCO2 | 10 | 7 | 8 | 0.0 | -1 | 2 | -7 | 2 | -1.1
COc1ccccc1CNC(=O)c1ccc2c(=O)n(CCCN3CCCC3=O)c(=S)[nH]c2c1 | -11 | 19 | 3 | -0.1 | -4 | -2 | 5 | -1 | 0.9
C=CCNC(=O)C1CC(c2cccc(OC)c2)=NO1 (centres undefined) | 7 | 6 | 3 | 0.1 | 0 | 0 | -2 | -1 | 1.1
CSc1nn2c(C(F)(F)F)cc(C(F)(F)F)nc2c1C(=O)O | 23 | -6 | 12 | -0.1 | -2 | -3 | -4 | 3 | -4.2
Cc1ncc(CN2CCC(CO)(CCc3ccccc3)CC2)s1 | 10 | -1 | 2 | -0.1 | 0 | -4 | -3 | -2 | -0.7
CSCC(C)N1CCC(n2nccc2NC(=O)CCCc2ccccc2)CC1 (centres undefined) | 24 | 2 | 12 | 0.0 | -1 | -14 | 0 | -3 | 1.1
Cc1nnc(SCC(=O)Nc2ccc(N3CCOCC3)cc2)o1 | -4 | -8 | -4 | 0.0 | 2 | 2 | -9 | -2 | 1.2
O=C(Nc1ccc(Cl)cc1Cl)c1csc(-c2cccnc2)n1 | 1 | 5 | 3 | -0.1 | -6 | -2 | 2 | -4 | -0.2
Cc1nnc(C)n1/N=C/c1ccc(-c2ccccc2Cl)o1 | 32 | -15 | -5 | 0.4 | 1 | 1 | 2 | 4 | 2.5
COC(=O)c1cc(=O)nc2scc(C)n12 | -1 | -14 | -12 | 0.0 | -2 | 0 | -17 | -5 | 2.6

Reformatted: results already given.
Sequence of screens – PREPL inh	EBNA-1 inhibitor	ZTA counter	Efflux pump inh	PP1 counter	TPT1 inhibitor	HCV core dimer	CTSL1 counter	PP5 primary
O=C1NC(=O)C(c2ccc(F)cc2)N1 (centres undefined)
    10	4	-3	0.4	-3	4	-5	3	-0.2
O=C(NCCOC(=O)c1cccs1)c1cccnc1
    -2	-7	2	-0.1	-2	-4	-1	-2	-2.2

Other entries:
SMILES | PREPL inh | EBNA-1 inhibitor | ZTA counter | Efflux pump inh | PP1 counter | TPT1 inhibitor | HCV core dimer | CTSL1 counter | PP5 primary
Cc1ccc(C)c(NC(=O)CCc2c(C)nn(-c3ccc(N4CCCCC4)nn3)c2C)c1 | 3 | 2 | 14 | -0.1 | -2 | -2 | 6 | 1 | -2.3
COc1cccc(Oc2ccc(C(F)(F)F)cc2NC(=O)CCc2nc3ccccc3c(=O)[nH]2)c1 | 3 | -2 | 0 | 0.4 | 5 | 4 | 8 | 4 | 4.7
Cc1ccc(-c2cn(-c3ccccc3)c(SCC(N)=O)n2)cc1C | 2 | -9 | -3 | 0.0 | 4 | -3 | 3 | -1 | 1.7
Cc1cc(C(=O)O)ccc1-c1ccc(CO)o1 | 16 | -2 | 15 | 0.1 | -5 | 3 | -4 | -2 | -0.8
COc1cc(/C=C/C(=O)O)cc(S(=O)(=O)Nc2ccc3nc(SC)sc3c2)c1OC | 0 | -9 | -4 | 0.0 | 0 | 0 | 4 | 3 | 2.3
Cc1cc([N+](=O)[O-])nn1CCCC(=O)Nc1c(C)n(C)n(-c2ccccc2)c1=O | -2 | 0 | -4 | -0.1 | -2 | 2 | 3 | -1 | -1.0
CCc1ccc(C(=O)Nc2ccc3c(c2)n(C)c(=O)n3C)cc1 | 4 | 3 | 12 | -0.2 | -3 | 2 | 8 | 2 | -0.7
CCCCOc1ccc(C2CC(=O)NC2=O)cc1 (centres undefined) | 1 | 5 | 5 | -0.1 | 0 | 0 | 0 | -1 | 1.6
FC(F)(F)c1ccccc1CN1CCCC(N2CCN(c3ccccc3)CC2)C1 (centres undefined) | 5 | -4 | -7 | 0.6 | -1 | 1 | 0 | 8 | -0.2
CCN(CC(=O)NC1CCS(=O)(=O)C1)S(=O)(=O)c1ccc2ccccc2c1 (centres undefined) | -5 | -5 | -9 | 0.0 | -1 | -5 | -7 | -1 | 1.3
COc1ccc(CNC(=O)C2CCN(C(=O)N(C)C)CC2)c(OC)c1 | 2 | -5 | 6 | -0.5 | -5 | 0 | 0 | -1 | 1.3
CN1CCN(C(=S)Nc2cccc(C(F)(F)F)c2)CC1 | 6 | 14 | 4 | 0.0 | -1 | 0 | -72 | 0 | -2.6
CC(C)NS(=O)(=O)c1ccc(OCC(=O)N2CCCC2)c(Cl)c1 | 1 | -14 | -18 | 0.4 | -7 | 2 | -1 | -2 | 4.8
N#Cc1c(-n2ccnc2)cccc1-n1ccnc1 | 13 | -1 | -16 | 0.0 | -1 | -1 | 0 | -2 | 0.9
Cc1ccc(C)c(S(=O)(=O)N2CCCOC2CNC(=O)C(=O)NCCN2CCOCC2)c1 (centres undefined) | 10 | 1 | -6 | 0.1 | -12 | 0 | 1 | 1 | 4.5
COc1ccccc1OCCCOc1c(Cl)cc(C)cc1Cl | -9 | -2 | 6 | 0.1 | -1 | -4 | -2 | 1 | 0.5
O=C(Nc1ccccc1Cl)c1cc(=O)c2ccccc2o1 | -5 | 1 | 9 | 0.2 | 1 | -1 | -2 | 3 | 1.7
